H1N1 NS1A inhibition – NS1A inhibition, H1N1 influenza, cell based functional assay (AID 504329); NS1A functional cell-based assay, percent inhibition; higher % means a stronger effect; inhibition, % at 12.5 µM, or IC50 in µM where a hit was titrated; hit rate 0.3% among 340,000; in the data active = a potency from the dose series; inconclusive = inhibition above about 27% without an active follow-up result; also: strong numbers were not always called active
PhoP GFP inhibition – Inhibition of PhoP regulon, Salmonella typhi GFP reporter cells, confirmation, 4 h (AID 1850). one-dose inhibition, % at 50 µM; IC50 in µM for titrated hits. hit rate 0.33% among 310,000. Salmonella Typhi PhoP-promoter GFP reporter, fluorescence, 4 h; higher % means a stronger effect; in the data active = a potency from the dose series; inconclusive = inhibition mostly from about 25% at the one dose, without a potency; inactive = the rest, 99 in 100 with inhibition below about 19%;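 also: 0% = induced wells with vehicle and 100% = uninduced wells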
inhibitors of VEEV – inhibitors of VEEV TC-83 cytopathic effect, confirmation, Vero cells (AID 588727); inhibition, % at 20 µM; hits with a dose series show IC50 in µM; hit rate 0.13% among 350,000; Vero cells, VEEV TC-83 cytopathic effect inhibition; higher % means a stronger effect; in the data active = a potency from the dose series; inconclusive = inhibition mostly from about 14% at the one dose, without a potency; inactive = the rest, 99 in 100 with inhibition below about 12%; also: strong numbers were not always called active
M. tuberculosis – growth inhibition of non-replicating M. tuberculosis (AID 488890). hit rate 0.39% among 320,000. inhibition, % at 25 µM; hits with a dose series show IC50 in µM. Mycobacterium tuberculosis non-replicating, growth inhibition; higher % means a stronger effect; in the data active = a potency from the dose series; inconclusive = inhibition mostly from about 82% at the one dose, without a potency; inactive = the rest, 99 in 100 with inhibition below about 76%;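 also: plate controls were DMSO cells for no effect and high antibiotic wells for full effect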
M. tuberculosis HTS – M. tuberculosis growth inhibition, HTS (AID 449762); inhibition, % at 25 µM, or IC50 in µM where a hit was titrated; hit rate 0.59% among 330,000; M. tuberculosis H37Rv growth inhibition, 7H9 media; higher % means a stronger effect; in the data active = a potency from the dose series; inconclusive = inhibition above about 70% without an active follow-up result;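 also: bacterial growth assessed after seven days of incubation; strong numbers were not always called active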
inhibitors of VEEV 10K pilot screen – also measured in inhibitors of VEEV; calls as there; inhibition, %; measured here: 10K pilot screen inhibition
An asterisk follows results filed as active; i = inactive; ? = inconclusive; nt = not tested or not shown.

SMILES	H1N1 NS1A inhibition	PhoP GFP inhibition	inhibitors of VEEV	M. tuberculosis	M. tuberculosis HTS	others
CC1CN(S(=O)(=O)c2ccc(C(=O)Nc3nnc(-c4ccccn4)o3)cc2)CC(C)O1 (stereo not given)	-3%	-8%	0.3%	-10%	0%
CN(Cc1ccccc1F)C(=O)c1ccc(Oc2ccccc2)cc1	-3%	-3%	1.6%	49%	3%
O=C(CCCCCn1c(=S)[nH]c2cc3c(cc2c1=O)OCO3)N1CCN(C(=O)c2ccco2)CC1	5%	-5%	3.9%	4%	4%
Fc1ccc(CN2CCC(Cc3ccccc3)CC2)cc1F	-16%	-5%	0.0%	75%	0%
C[C@H](C(=O)CC(=O)OC(C)(C)C)[C@H](O)c1ccc(C(F)(F)F)cc1	0%	-7%	0.5%	3%	1%
CCOC(=O)C1=C(C)N(C)C(C)=C(C(=O)OCC)C1c1ccccn1	-7%	-4%	0.5%	9%	0%
CCN(CC)CCNC(=O)c1cc2c(-c3cccc(OC)c3)nn(C)c2s1	25%	6%	i	47%	2%
O=C(CN1C(=O)c2ccccc2C1=O)Nc1ccc2c(c1)OCO2	2%	-3%	1.0%	3%	-5%
Cc1ccc(-c2[nH]nc(N)c2N=Nc2ccccc2C)cc1	7%	1%	12%	58%	?
O=C(CN1CCN(c2ccc(Cl)cc2)CC1)NCc1cccs1	2%	-2%	i	66%	6%
COc1ccc(C(=O)NCC(=O)N/N=C/C=C/c2ccccc2)cc1OC	-2%	-5%	0.4%	36%	5%
Cc1ccc(N/N=C/c2c(O)n(-c3ccccc3)c(=O)[nH]c2=O)cc1	1%	-16%	i	17%	?
O=C(Cn1ccc2ccccc2c1=O)NCCC(=O)NC1CCN(Cc2ccccc2)CC1	8%	1%	i	-4%	-1%
O=C(C1=C[C@@H](C2CC2)C[C@@H](OCCCCO)O1)N1CCN(Cc2ccccc2)CC1	6%	-4%	0.6%	7%	2%
O=C(CNC(=O)c1ccc(N2C(=O)c3ccccc3C2=O)cc1)OCC(=O)c1ccccc1	2%	1%	i	17%	-4%
O=C(c1ccc(Cl)cc1)C1CCCN(Cc2cccc3cccnc23)C1 (stereo not given)	-1%	-1%	3.5%	40%	10%
Cc1cccc(OCCC(=O)Nc2ccc(C)c(S(=O)(=O)N3CCCCC3)c2)c1	-1%	-9%	2.8%	26%	-4%
CCC1CCCN1Cn1cnc2c([nH]c3ccc(OC)cc32)c1=O (stereo not given)	1%	2%	9.0%	1%	1%
Cc1ccc(CN2C(=O)N/C(=C\c3ccc(N4CCOCC4)cc3)C2=O)cc1	-6%	1%	0.4%	-7%	4%
CN(C)C1(CNC(=O)C2CCN(S(=O)(=O)c3cccc(C(F)(F)F)c3)CC2)CCCCC1	-7%	-8%	1.5%	-6%	-12%
Cc1cc(=O)oc2cc(OCC(=O)Nc3cccc(S(=O)(=O)N(C)C)c3)ccc12	-5%	-1%	0.5%	18%	11%
CCOCCCNC(=O)c1ccc(N2CCCC2)c(NS(=O)(=O)c2ccc(C)cc2)c1	7%	10%	1.1%	20%	7%
CCC(CC)c1nnc(NC(=O)c2ccco2)s1	2%	0%	1.1%	15%	5%
CCOC(=O)c1ccc(NC(=O)Nc2ccccn2)cc1	0%	1%	2.6%	34%	6%
COc1cccc(CCNC(=O)c2ccc(C#N)cc2)c1	6%	-2%	0.1%	6%	4%
Cc1ccc2nc(N(CCN(C)C)C(=O)/C=C/c3cccs3)sc2c1	5%	-1%	i	19%	1%
COCCSc1nnc(NC(=O)C2CC(=O)N(c3ccc(C)cc3)C2)s1 (stereo not given)	-1%	13%	1.6%	10%	-6%
CCC(CC)COC(=O)C(C#N)c1nc2ccccc2nc1N1CCOCC1 (stereo not given)	0%	-3%	i	36%	15%
Cc1cc(NC(=O)C(C)SCC(=O)Nc2ccc(Br)cc2Br)no1 (stereo not given)	-1%	-3%	1.3%	68%	5%
Cc1nnn(C23CC4CC(CC(CC(=O)Nc5cccc(F)c5)(C4)C2)C3)n1	10%	-2%	1.7%	31%	6%
Cc1c(NC(=O)c2cc(-c3ccco3)on2)c(=O)n(-c2ccccc2)n1C	23%	-16%	i	-1%	1%	inhibitors of VEEV 10K pilot screen=1.5
C[C@H](CO)N1C[C@H](C)[C@@H](CN(C)C(=O)Nc2ccccc2)Oc2c(NC(=O)Cc3ccccc3)cccc2C1=O	-5%	nt	0.2%	20%	3%
O=C(/C=C/c1ccccc1Cl)NC1CCCCC1	-1%	0%	i	-18%	-4%
CCN(C(=O)c1cc2cccc(OC)c2oc1=O)c1ccccc1	-2%	-6%	1.9%	-7%	0%
CCOc1ccc(/C=C/C(=O)Nc2ccc(N3CCOCC3)cc2)cc1	2%	6%	1.4%	7%	0%
CCOC(=O)c1sc(NC(=O)c2sc(C)nc2C)nc1C	-14%	5%	i	17%	-6%
O=C(CCCCCCCCC(=O)N/N=C/c1ccco1)N/N=C/c1ccco1	-4%	-7%	0.2%	-9%	0%
O=C(Nc1ccccc1)c1oc2ccccc2c1NC(=O)C1CC1	-7%	-7%	5.1%	-8%	-11%
CCCC(=O)Oc1ccc2c(C)cc(=O)oc2c1	0%	1%	3.2%	38%	?
C=C(C)CSc1nc2sc3c(c2c(=O)n1C1CCCCC1)CCN(C)C3	21%	4%	0.2%	?	?
Cc1csc2c(N3CCCCC3)ncnc12	-17%	2%	3.0%	1%	-4%
Cc1oc2cc3oc(=O)cc(C)c3cc2c1C	-2%	-17%	1.0%	-3%	-3%
COCc1cc(C)nc(SCC(=O)Oc2ccccc2)c1C#N	-4%	-14%	0.3%	?	7%
Cc1ccccc1OCCCCc1c(C)n[nH]c1C	-21%	0%	i	i	?
O=C(Cc1c(F)cccc1Cl)N1CCOCC1	-4%	5%	1.1%	-16%	0%
Cc1ccc(C)c(N2CCN(S(=O)(=O)c3c(C)[nH]c(C)c3C(=O)N3CCCCC3)CC2)c1	8%	-12%	4.9%	20%	-4%
CN1CCN(c2nc(-c3ccncc3)nc3ccccc23)CC1	21%	3%	8.8%	-1%	-5%
CC(=O)N1Cc2cnnn2-c2ccccc2C1(C)C#N (stereo not given)	-7%	nt	i	nt	nt
O=C(CCC(=O)Nc1ccccc1)NNC(=O)c1cccs1	4%	5%	0.1%	?	?
CCOC(=O)CSc1nc2sc3c(c2c(=O)n1-c1ccccc1)CCN(C(C)C)C3	11%	-4%	i	76%	46%
C[C@H]1COC(=O)[C@@H](Cc2ccc(F)cc2)C/C=C\C[C@H](CC(=O)NCCO)C(=O)N1	-3%	nt	1.2%	3%	0%
O=C(COc1ccccc1[N+](=O)[O-])NCC1COc2ccccc2O1 (stereo not given)	6%	nt	5.5%	6%	0%
CCOC(=O)N1CCN(C(=O)/C=C/c2c(C)nn(-c3ccc(F)cc3)c2Cl)CC1	-10%	nt	5.5%	nt	nt
Cc1ccc(CC2SC(N=C(N)N)=NC2=O)cc1 (stereo not given)	-4%	-8%	0.8%	5%	10%
COc1ccc2sc(-c3ccccc3OC)c(-c3ccc4c(c3)OCCO4)c2c1	2%	nt	1.1%	nt	11%
COc1ccccc1OCCC(=O)OCC(=O)NCc1ccc(Cl)cc1	-3%	5%	1.5%	46%	-5%
N=C1C(c2nc(-c3ccc(F)cc3)cs2)=C(O)CN1CCCN1CCOCC1	6%	-3%	1.7%	14%	2%	inhibitors of VEEV 10K pilot screen=0.3
CC(C)n1nc(Cc2cccc3ccccc23)c(C#N)c1N	0%	-33%	i	-6%	3%	inhibitors of VEEV 10K pilot screen=0.3
COc1ccc(C(=O)Oc2cc(C)c(CN3CCOCC3)cc2C)cc1OC	-5%	-7%	2.1%	69%	61%
Cc1noc(C)c1CNCc1ccccc1	-11%	-2%	i	0%	-5%

Ordered by molecular weight (high to low): 3 of the compounds above
SMILES	H1N1 NS1A inhibition	PhoP GFP inhibition	inhibitors of VEEV	M. tuberculosis	M. tuberculosis HTS	others
CCOC(=O)CSc1nc2sc3c(c2c(=O)n1-c1ccccc1)CCN(C(C)C)C3	11%	-4%	i	76%	46%
O=C(CCC(=O)Nc1ccccc1)NNC(=O)c1cccs1	4%	5%	0.1%	?	?
Cc1oc2cc3oc(=O)cc(C)c3cc2c1C	-2%	-17%	1.0%	-3%	-3%

(listing goes on)
SMILES	H1N1 NS1A inhibition	PhoP GFP inhibition	inhibitors of VEEV	M. tuberculosis	M. tuberculosis HTS	others
COCCNC(=S)N(C)C1(c2ccccc2Cl)CCCCC1=O (stereo not given)	0%	-4%	0.3%	-4%	3%
Cc1cc(C(=O)Nc2ccc3c(c2)CCC3)c2ccccc2n1	-13%	2%	1.2%	-6%	-4%
Cc1cc(C)cc(OCC(=O)OCC(=O)Nc2cc(S(=O)(=O)N3CCOCC3)ccc2Cl)c1	2%	nt	i	10%	3%
COCCCN1C(=O)C(=O)/C(=C(/O)c2ccc(S(=O)(=O)N3CCCCC3)cc2)C1c1cccc(OC)c1 (stereo not given)	-9%	-4%	0.5%	21%	-2%
CC(=O)c1cc(F)ccc1OCC(=O)N1CCCc2ccccc21	-2%	5%	0.1%	6%	-5%
CCn1c(C2CCN(S(=O)(=O)c3ccc(OC)cc3)CC2)n[nH]c1=S	-3%	6%	1.3%	32%	7%
O=C(CN(CC1CCCO1)C(=O)CNS(=O)(=O)c1ccc(F)cc1)NCc1ccc(F)cc1 (stereo not given)	2%	15%	i	0%	10%
O=C(O)c1ccc(-c2nc(-c3ccc(Cl)cc3)cs2)cc1	-9%	nt	0.0%	nt	nt
C=CCOn1c(=O)c(-c2cccs2)[n+]([O-])c2ccccc21	-1%	-13%	2.8%	47%	0%
O=C(COc1ncnc2ccccc12)NC1CCCCC1	10%	nt	0.8%	5%	2%
CC(=O)Nc1ncc(Cc2cccc(Cl)c2Cl)s1	12%	-6%	i	6%	-3%
Cc1nc(N)c(Cc2ccc(Cl)cc2Cl)c(N)n1	nt	44µM*	0.2%	6%	-2%
N#CC[C@H](Cc1ccccc1)N1CC[C@@H](O)CCC1=O	11%	-3%	0.7%	-6%	-5%
Cc1cc(C)c2c(N)c(C(=O)c3ccc(Cl)c(Cl)c3)sc2n1	-8%	51%	11%	0%	1%
CC(C)CC1NC(=O)N(CC(=O)Nc2ccc(OC(F)F)cc2)C1=O (stereo not given)	1%	nt	i	nt	nt
CC1(C)c2ccccc2-c2nc3ccccc3cc2C1N1CCOCC1 (stereo not given)	6%	nt	i	nt	nt
Cc1ccc(S(=O)(=O)Nc2nc(-c3ccc(F)cc3)cs2)cc1	-2%	8%	5.8%	36%	-2%
CCOc1ccc(-c2cnc3n2CCCCC3)cc1	-2%	0%	0.6%	-2%	5%
O=C(O)C1CCCN1S(=O)(=O)c1cccc(S(=O)(=O)N2CCCC2C(=O)O)c1 (stereo not given)	14%	-1%	0.3%	-3%	-8%
CCCCN1C2CCCC1CC(NC(=O)C1CCCCC1)C2 (stereo not given)	-3%	-5%	1.3%	5%	4%
COc1ccc(CN(Cc2cc3cc(C)ccc3[nH]c2=O)C(=O)N(C)C)cc1	-3%	-11%	10%	23%	-1%
O=C(CSc1nnc(Cc2cc(=O)[nH]c(=O)[nH]2)n1-c1ccc(Cl)cc1)NC1CCCC1	11%	5%	0.3%	-15%	2%
Cc1ccc(-c2nn(-c3ccccc3)cc2C(=O)N2CCOCC2)cc1	-8%	0%	4.9%	17%	-6%
Nn1c(Cc2ccccc2F)n[nH]c1=S	-3%	-10%	1.2%	6%	0%
COc1cccc(C(=O)Nc2ccc(C3CC3(Cl)Cl)cc2)c1 (stereo not given)	0%	8%	2.1%	7%	6%
COc1ccc(-c2nc3ncccc3n2O)cc1	-9%	-4%	0.2%	-7%	0%

5 consecutive records out of the list so far, for reference:
SMILES	H1N1 NS1A inhibition	PhoP GFP inhibition	inhibitors of VEEV	M. tuberculosis	M. tuberculosis HTS	others
O=C(CSc1nnc(Cc2cc(=O)[nH]c(=O)[nH]2)n1-c1ccc(Cl)cc1)NC1CCCC1	11%	5%	0.3%	-15%	2%
Cc1ccc(-c2nn(-c3ccccc3)cc2C(=O)N2CCOCC2)cc1	-8%	0%	4.9%	17%	-6%
Nn1c(Cc2ccccc2F)n[nH]c1=S	-3%	-10%	1.2%	6%	0%
COc1cccc(C(=O)Nc2ccc(C3CC3(Cl)Cl)cc2)c1 (stereo not given)	0%	8%	2.1%	7%	6%
COc1ccc(-c2nc3ncccc3n2O)cc1	-9%	-4%	0.2%	-7%	0%

Bioassay records deposited in PubChem BioAssay by Southern Research Specialized Biocontainment Screening Center.
